FEN1 inh – qHTS Assay for the Inhibitors of Human Flap endonuclease 1 (FEN1). P39748. Recombinant FEN1 flap cleavage, fluorescence, 15 min. Potency, µM (titrated, usually from 114 µM), inactives show top-dose activity change, negative = inhibition, most hits filed as inhibitors. hit rate 0.35% among 390,000. AID 588795, 2011; also: nearly all actives have a fitted effect of over 65% in size
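Read-out was taken twice, immediately and after 15 min, following addition of 50 nM substrate to 10 nM FEN1 that had sat with test compound for 15 min at room temperature. Curves came from a four-parameter Hill model.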
KAT2A inh – qHTS Assay for Inhibitors of GCN5L2; AID 504327, 2011; hit rate 0.21% among 390,000; Histone acetyltransferase KAT2A (Homo sapiens), Q92830; Potency, µM (titrated, usually from 58.9 µM), inactives show at the highest dose activity change, negative = inhibition, actives largely listed as inhibitors; GCN5L2 HAT assay, ThioGlo1 CoA-SH fluorescence
Target sequence (Q92830 whole entry, looked up): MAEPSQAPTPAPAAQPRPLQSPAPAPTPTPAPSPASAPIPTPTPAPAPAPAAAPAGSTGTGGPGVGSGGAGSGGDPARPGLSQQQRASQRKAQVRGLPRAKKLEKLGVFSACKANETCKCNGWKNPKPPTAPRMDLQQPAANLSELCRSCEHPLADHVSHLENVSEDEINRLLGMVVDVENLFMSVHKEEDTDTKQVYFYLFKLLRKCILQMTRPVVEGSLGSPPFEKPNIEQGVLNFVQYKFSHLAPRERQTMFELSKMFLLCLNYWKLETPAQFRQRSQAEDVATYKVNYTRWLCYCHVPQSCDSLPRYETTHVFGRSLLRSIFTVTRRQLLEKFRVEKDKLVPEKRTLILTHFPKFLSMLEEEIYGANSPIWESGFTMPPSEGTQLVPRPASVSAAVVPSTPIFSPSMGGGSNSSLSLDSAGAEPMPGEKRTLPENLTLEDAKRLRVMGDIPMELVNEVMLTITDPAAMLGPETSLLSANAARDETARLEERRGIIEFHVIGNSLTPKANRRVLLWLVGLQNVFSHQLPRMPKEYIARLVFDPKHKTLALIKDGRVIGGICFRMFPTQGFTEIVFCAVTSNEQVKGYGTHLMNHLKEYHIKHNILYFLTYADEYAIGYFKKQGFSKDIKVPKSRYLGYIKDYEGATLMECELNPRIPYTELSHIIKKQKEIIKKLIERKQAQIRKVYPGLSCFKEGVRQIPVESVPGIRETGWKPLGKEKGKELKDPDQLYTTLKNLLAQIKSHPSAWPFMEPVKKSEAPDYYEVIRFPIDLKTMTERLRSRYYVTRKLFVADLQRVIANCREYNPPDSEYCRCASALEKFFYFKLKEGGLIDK
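Preincubate 20nM GCN5L2 with compound 15 min, RT → add 50uM ThioGlo1 + 75uM H3(1-25) + 70uM acetyl-CoA → read fluorescence 0 and 20 min. Primary qHTS; fluorescent artifacts likely.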
N370S GC mod – qHTS Assay for Inhibitors and Activators of N370S glucocerebrosidase as a Potential Chaperone Treatment of Gaucher Disease. hit rate 0.092% among 330,000. Lysosomal acid glucosylceramidase (Homo sapiens), P04062. N370S GC spleen homogenate, 4MU-glucoside fluorescence. Potency, µM (top dose mostly 59.4 µM), without a hit: at the top dose activity change, negative = inhibition, most hits filed as inhibitors. AID 2101, 2009;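 also: 0% = full enzyme activity and -100% = no enzyme basal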
* hit, by the source's call; ? = inconclusive; nt = no result given; & = joins results of further samples; [ ] = dose if it differs, or a comment. Calls follow the shape of the dose curve; as a rule, active = well fitted curve in the direction sought with a large enough effect; inconclusive = small, poorly fitted or top-dose-only effect, or another doubt; inactive = no such curve, though single readings can be large; an effect the other way counts as inactive or inconclusive. Unless noted, % is scaled to controls: 0 for no effect and ±100 for the full control effect; potency is read from the fitted curve at half-maximal effect. An excerpt. The share of hits here may be higher or lower than overall.

molecule	FEN1 inh	KAT2A inh	N370S GC mod
Cc1csc(NC(=O)c2c(-c3ccccc3)noc2C)n1	-14%	-4%	-2%
Cc1ccccc1NC(=O)CC1(c2ccc(N(C)C)cc2)C(=O)c2ccccc2C1=O	-3%	-9%	-2%
COc1ccc(C)cc1-n1nnnc1SCC(=O)NC1CCS(=O)(=O)C1 (stereo not given)	2%	-7%	nt
O=C(CN1C(=O)CC(c2ccco2)Sc2ccccc21)Nc1ccc(Br)cc1 (stereo not given)	-3%	-6%	nt
COC(=O)C1CCN(c2ccc(C(N)=O)cc2[N+](=O)[O-])CC1	-2%	-7%	-1%
CC(C)NC(=O)Nc1ccc2c(c1)C(=O)N([C@@H](C)CO)C[C@@H](C)[C@@H](CN(C)S(=O)(=O)c1ccc(F)cc1)O2	-11%	-8%	nt
O=C(CCN1C(=O)C2C3C=CC(C4CC34)C2C1=O)Oc1ccc(Br)cc1 (stereo not given)	4%	-12%	-5%
CC(=O)c1cccc(N(CC(=O)NC2CCCCC2)C(=O)Cn2nnc(-c3ccccc3)n2)c1	4%	0%	-4%

Given with each value named: part of the list above
SMILES: O=C(CN1C(=O)CC(c2ccco2)Sc2ccccc21)Nc1ccc(Br)cc1 (stereo not given)
  FEN1 inh = -3%
  KAT2A inh = -6%
  N370S GC mod = nt

SMILES: COC(=O)C1CCN(c2ccc(C(N)=O)cc2[N+](=O)[O-])CC1
  FEN1 inh = -2%
  KAT2A inh = -7%
  N370S GC mod = -1%

The listing picks up with the 6 entries that preceded the break.
molecule	FEN1 inh	KAT2A inh	N370S GC mod
COc1ccc(C)cc1-n1nnnc1SCC(=O)NC1CCS(=O)(=O)C1 (stereo not given)	2%	-7%	nt
O=C(CN1C(=O)CC(c2ccco2)Sc2ccccc21)Nc1ccc(Br)cc1 (stereo not given)	-3%	-6%	nt
COC(=O)C1CCN(c2ccc(C(N)=O)cc2[N+](=O)[O-])CC1	-2%	-7%	-1%
CC(C)NC(=O)Nc1ccc2c(c1)C(=O)N([C@@H](C)CO)C[C@@H](C)[C@@H](CN(C)S(=O)(=O)c1ccc(F)cc1)O2	-11%	-8%	nt
O=C(CCN1C(=O)C2C3C=CC(C4CC34)C2C1=O)Oc1ccc(Br)cc1 (stereo not given)	4%	-12%	-5%
CC(=O)c1cccc(N(CC(=O)NC2CCCCC2)C(=O)Cn2nnc(-c3ccccc3)n2)c1	4%	0%	-4%
CCS(=O)(=O)N1CCC(NC(=O)c2cc(OC)cc(OC)c2)CC1	6%	2%	1%[12.8 µM]
O=C(Cc1ccccc1F)Nc1nc(-c2ccc(F)cc2)cs1	5%	-14%	18%
COc1ccc(N2CCN(C(=O)CN(c3cccc(OC)c3)S(=O)(=O)c3ccccc3)CC2)cc1	1%	-7%	-5%
CC(=O)Nc1ccccc1C(=O)C(=O)Nc1ccc(C(=O)NCC2CCCO2)cc1 (stereo not given)	1%	-3%	-3%
COCC1CCN(Cc2cn[nH]c2-c2cc3ccccc3o2)C1 (stereo not given)	-14%	8%	-2%
CCOC(=O)N1CCC(NC(=O)c2ccc(CS(=O)(=O)c3ccc(OC)cc3)o2)CC1	18%	1%	-2%
CCc1[nH]c(=O)c(C#N)c2c1CSC(C)(C)C2	-6%	-1%	12%
O=C(N/N=C/c1cccc(O)c1)c1ccc(COc2cccc3cccnc23)cc1	-3%	-16%	-12%

molecule	FEN1 inh	KAT2A inh	N370S GC mod
CCn1cnc2c1c(=O)n(CC(=O)Nc1ccc(C(N)=O)cc1)c(=O)n2Cc1ccccc1	17%	2%	2%
CNC[C@H]1Oc2ccc(NC(=O)Nc3ccccc3)cc2CC(=O)N([C@H](C)CO)C[C@H]1C	-17%	-1%	nt
CCC(=O)Nc1cc(C(=O)O)ccc1Sc1ccccc1	-4%	-9%	-1%
S=c1[nH]nc(-c2cccnc2)n1/N=C/c1cccs1	-4%	-2%	-27%
CC1=C(C(=O)OC(C)C)C(c2cccc([N+](=O)[O-])c2)n2c(cc(=O)[nH]c2=S)N1 (stereo not given)	4%	-11%	-9%
COc1ccc(Nc2nn(-c3ccc(OC(F)(F)F)cc3)nc2C(C)=O)cc1	-5%	3%	nt
CCc1cccc(CC)c1NC(=O)CN1CCN(S(=O)(=O)c2ccccc2)CC1	2%	?	4%
CCOc1ccc(NC(=O)CC2C(=O)N(c3cccc(C)c3)C(=O)N2Cc2ccco2)cc1 (stereo not given)	6%	-1%	nt

molecule	FEN1 inh	KAT2A inh	N370S GC mod
COc1ccccc1OCC(=O)N1CCNC1=O	21%	1%	1%
O=C(NCCSC1CCCCC1)c1ccccc1	-8%	12%	4%
CCN(CC)CCNC(=S)Nc1ccc2nc3n(c(=O)c2c1)CCCCC3	-9%	-6%	-10%
CC1CN(CN2C(=O)c3ccccc3C2=O)CC(C)O1 (stereo not given)	10%	-6%	9%
O=S(=O)(c1ccccc1)c1nnn2c1nc(NCc1cccs1)c1sccc12	16%	-7%	nt
CCCN(CCC)S(=O)(=O)c1ccc(N2CCCC2=O)c([N+](=O)[O-])c1	-2%	0%	6%
Cc1cc(C)cc(NC(=O)C2(c3ccccc3)CC2(Cl)Cl)c1 (stereo not given)	?	?	-4%
CCCn1c(SCC(=O)/C(C#N)=C(\C)N)n[nH]c1=O	1%	1%	10%

molecule	FEN1 inh	KAT2A inh	N370S GC mod
CCOc1cc(/C=C(/C#N)c2ccc(F)cc2)ccc1OCc1ccc(C(=O)O)o1	0%	4%	18%
O=C(NC(=O)N1CCCCCC1)c1ccccc1	18%	1%	1%
Cc1cc(CNC(=O)C2(C(F)(F)F)CC(CCCO)CCCO2)nn1C (stereo not given)	0%&-4%	nt	-7%
CSCCC(NC(=O)c1cncc(Br)c1)C(=O)O (stereo not given)	-5%	nt	8%
CCOC(=O)C1CCCN(C(=O)c2cc(-c3ccccc3)on2)C1 (stereo not given)	-13%	2%	10%
c1ccc(-c2onc(-c3ccco3)c2-c2ccc3[nH]ccc3c2)cc1	?	-9%	-1%
CN(CCC#N)C(=O)COC(=O)c1ccccc1C(=O)c1ccc(Cl)c([N+](=O)[O-])c1	3%	-1%	0%
O=C(CS(=O)(=O)c1ccccc1)NCc1ccco1	33%	1%	0%

molecule	FEN1 inh	KAT2A inh	N370S GC mod
Cc1cc(OCC(=O)N2CCc3ccccc3C2)c2c(-c3ccccc3)cc(=O)oc2c1	6%	-5%	17%
Cc1cc(N2CCN(C)CC2)nc(=S)[nH]1	4%	-10%	-6%
Cn1c(Sc2ccc(C(=O)O)cc2[N+](=O)[O-])nnc1-c1ccccc1	1%	-5%	10%
O=C(COc1ccc(Br)cc1)NCCCNC(=O)c1ccncc1	-15%	-3%	-1%
Nc1nn(-c2ccccc2Cl)cc1-c1nn[nH]n1	-9%	-10%	-4%
COc1cc(OC)c(OC)cc1CCC(C)NCCC(c1ccccc1)c1ccccc1 (stereo not given)	12%	-5%	-15%
Cc1cc(C)n(-c2c(F)c(F)c(CN3CCOCC3)c(F)c2F)n1	-10%	-11%	6%
Cc1cccc(NC(=O)NCCOCCn2c(=O)oc3ccccc32)c1C	8%	-7%	nt

molecule	FEN1 inh	KAT2A inh	N370S GC mod
Cc1ccc(C(=O)OCC(=O)N2C(C)CCCC2C)s1 (stereo not given)	-3%	1%	nt
CCCN(CC1CC1)C(=O)CCc1nnc(C(OC)c2ccccc2)o1 (stereo not given)	-8%	-19%	3%
CC(C)C(=O)NC(=S)Nc1ccc(S(=O)(=O)N2CCN(C)CC2)cc1	2%	1%	-17%
CC(c1ccccc1)n1c(Cn2ncc3ccccc3c2=O)n[nH]c1=S (stereo not given)	-3%	3%	8%
COc1cc(O)c(C(CCN2CCCCC2)c2ccc3c(c2)OCO3)c(OC)c1 (stereo not given)	6%&-3%	-12%	-9%&-12%
N=c1n(CCO)c2ccccc2n1CCN1CCCCC1	0%	7%	3%
Cc1ccc(C)c(OCCn2cc(/C=C(\C#N)C(=O)NCC3CCCO3)c3ccccc32)c1 (stereo not given)	-22%	-5%	5%
COC(=O)c1ccccc1NC(=O)c1cncc(Br)c1	14%	-4%	10%

molecule	FEN1 inh	KAT2A inh	N370S GC mod
COc1ccc(/C=C(/NC(=O)c2ccccc2)C(=O)N/N=C/c2ccncc2)cc1	11%	-2%	-3%
COc1cccc(S(=O)(=O)Nc2cccnc2)c1	16%	-1%	11%
CN(C)c1ccc(CNC(=O)c2cnc3sc(N4CCCC4)nn3c2=O)cc1	-1%	-10%	nt
CCN(CC)c1ccc(C(=O)N2CCC(c3ccncc3)CC2)cc1	14%	1%	nt
O=C(CN1C(=O)S/C(=C\c2cccs2)C1=O)Nc1ccc(C(=O)O)c(O)c1	-5%	-15%	-28%
Cc1nccnc1Sc1ccccc1	14%	17%	-6%
Cc1c(C)n(Cc2ccccc2)c2ccc(C(=O)N3CCN(c4ccc(F)cc4)CC3)cc12	2%	-6%	nt
CNC1=C(N(C(C)=O)c2ccc(Br)cc2)C(=O)c2ccccc2C1=O	-10%	4%	5%

molecule	FEN1 inh	KAT2A inh	N370S GC mod
COc1ccc2c(c1)c1c(c(=O)n(Cc3ccccc3)c(=O)n1CC(=O)Nc1c(C)cccc1C)n2C	0%	-2%	nt
Cc1ccc(C(=O)NC2CC2)cc1S(=O)(=O)N1CCOCC1	3%	0%	nt
Cc1ccc(CNC(=O)c2ccccc2NC(=O)CN2CCN(C)CC2)cc1	10%	0%	-18%
CCCCCn1c(=O)[nH]c2cc(C(=O)N3CCN(c4ccccc4F)CC3)ccc2c1=O	5%&7%	-10%&-4%	0%
O=C(OCc1nc2ccccc2s1)c1ccc(Br)s1	-14%	-3%	4%
COc1ccccc1CNC(=O)COc1ccc(S(=O)(=O)N2CCCC2)cc1	6%	-2%	-1%
CCCCN1C(=O)/C(=C2/Sc3ccc(Cl)cc3N2CC)SC1=S	nt	-1%	-1%
O=C(CCc1nc2ccccc2c(=O)[nH]1)Nc1ccc(Cl)c(Cl)c1	0%	2%	3%

molecule	FEN1 inh	KAT2A inh	N370S GC mod
COc1ccc(C(=O)Nc2ccccc2C(=O)NC(Cc2ccc(O)cc2)C(=O)NNC(=O)c2ccccc2Cl)cc1 (stereo not given)	-18%	37%[activator]	3%
CC(=O)Nc1ccc(NC(=O)COC(=O)/C=C/c2ccc3c(c2)OCO3)cc1	20%	-5%	nt
O=C(COc1ccc(Br)cc1Br)NC(=S)N1CCCc2ccccc21	-7%	-2%	?
CC(=O)C1=C(O)C(=O)N(c2ccc(O)cc2)C1c1cccc([N+](=O)[O-])c1 (stereo not given)	-12%	-17%	5%
COc1ccc(-c2nc(SCC(=O)Nc3ccc4c(c3)OCO4)c(-c3ccc(F)cc3)[nH]2)cc1OC	?	-9%	nt
COc1cccc(NC(=O)Cn2nc(N3CCN(c4ccccc4)CC3)ccc2=O)c1	-14%	-20%	nt
CCOC(=O)c1[nH]c(C)c(CCC(=O)Nc2ccccc2C(=O)OC)c1C	-9%	-15%	nt
CC(=O)NC1=NN(C(C)=O)C(C)(c2ccccn2)S1 (stereo not given)	3%	1%	-8%

molecule	FEN1 inh	KAT2A inh	N370S GC mod
CCN1/C(=C/c2cc[n+](C)cc2)C=Cc2cc(C)ccc21	?	2%	-7%
Cc1nnc(NC(=O)CSc2nccn2C)s1	2%	-2%	4%
N#CCn1cnc2c(oc3ccccc32)c1=O	17%	-1%	2%
CC(C)c1ccc(-c2nn(-c3ccccc3)cc2C(=O)NCC2CCCO2)cc1 (stereo not given)	-9%	-7%	14%
Cc1cc(C)c(S(=O)(=O)NCC2CCC(C(=O)NCc3ccccn3)CC2)c(C)c1 (stereo not given)	8%	-3%	9%
NC(=O)c1nc(-c2ccco2)nc2c1[nH]c(=O)n2-c1ccc(Cl)c(Cl)c1	0%	-8%	8%
CCCCCCn1c(N(CC)CC)nc2c1c(=O)[nH]c(=O)n2C	-11%	-1%	-5%
CN(CCC#N)S(=O)(=O)c1ccc2c(c1)c(=O)n(C)c(=O)n2C	-10%	-5%[0.501 µM]	-4%

molecule	FEN1 inh	KAT2A inh	N370S GC mod
O=C(NCc1ccco1)C(c1cccnc1)N(C(=O)Cn1nnc2ccccc21)c1ccc(F)cc1 (stereo not given)	2%	0%	7%
CC1=NNC(=O)C1CC(=O)N/N=C/c1cccs1 (stereo not given)	8%	-7%	-4%
CCn1nc(C(=O)Nc2ccc(Cl)c(S(=O)(=O)N3CCOCC3)c2)c2ccccc2c1=O	-17%	-3%	-5%
O=C(Nc1ccc2c(c1)OCCO2)c1cccc(Br)c1	-11%	-15%	-1%
COc1ccc(N2C(=O)[C@H]3CCC=C[C@H]3[C@@H]2c2ccccc2Br)cc1	-18%	-9%&-11%	?
Cc1c(/C=N/NC(=O)c2cccnc2)c2ccccc2n1Cc1ccccc1	4%	-3%	3%
NS(=O)(=O)CCCc1ccccc1	-1%	-6%	3%
